Source: PubChem
Giardia FBPA inh = inhibitors of Giardia lamblia fructose-1,6-bisphosphate aldolase. A8B2U2. purified Giardia FBPA. Potency, µM (doses to about 59.6 µM), without a hit: at the highest dose activity, negative = inhibition, most hits filed as inhibitors. hit rate 0.71% among 290,000; also: potency is read from the fitted curve at half-maximal effect; nearly all actives have a fitted effect of over 55% in size
Target sequence (A8B2U2 whole entry, looked up): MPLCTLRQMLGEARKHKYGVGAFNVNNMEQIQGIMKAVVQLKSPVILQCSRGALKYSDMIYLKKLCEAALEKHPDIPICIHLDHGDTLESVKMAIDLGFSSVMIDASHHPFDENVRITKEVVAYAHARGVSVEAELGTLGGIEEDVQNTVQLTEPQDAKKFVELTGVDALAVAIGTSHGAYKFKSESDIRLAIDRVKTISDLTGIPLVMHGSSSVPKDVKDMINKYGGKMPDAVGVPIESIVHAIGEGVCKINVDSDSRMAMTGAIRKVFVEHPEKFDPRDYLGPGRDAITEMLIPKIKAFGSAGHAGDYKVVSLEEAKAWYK
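40 nM FBPA preincubated 10 min at RT with compound (up to 57.5 uM final), then substrate plus GAPDH/TPI/NAD/arsenate coupling and diaphorase/resazurin added. Fluorescence read after 20 min at RT, 525/598 nm.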
HCMV inh = human cytomegalovirus inhibition | hit rate 4.5% among 410,000 | HFF cells, HCMV-luciferase reporter, 72 h; stronger effect = lower value | activity change, negative = inhibition, % at 57.5 µM | AID 1259415; in the data active = activity change below about -60%; inconclusive = no clear call, values can overlap the other calls; inactive = above about -39%
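Cell-based, HFFs, 1000 cells/well, 16 h 37C; cpds in DMSO + HCMV-luc, MOI 1 PFU/cell; 72 h 37C; OneGlo luminescence after 5 min RT; norm. to buffer vs Salinomycin 10uM.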
AmpC detergent = blocks E. coli AmpC beta-lactamase in detergent assay; P00811; AmpC hydrolysis of nitrocefin, absorbance 480 nm, 0.01% Triton; Potency, µM (series often up to 114 µM), inactives show at the highest dose activity change, negative = inhibition, actives largely listed as inhibitors; hit rate 0.041% among 370,000; AID 485294;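 also: potency is read from the fitted curve at half-maximal effect; 0% = no-compound wells and -100% = no-enzyme wells; nearly all actives have a fitted effect of over 25% in size; some results filed as inactive show a strong effect at the top dose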
Target sequence (P00811 whole entry, looked up): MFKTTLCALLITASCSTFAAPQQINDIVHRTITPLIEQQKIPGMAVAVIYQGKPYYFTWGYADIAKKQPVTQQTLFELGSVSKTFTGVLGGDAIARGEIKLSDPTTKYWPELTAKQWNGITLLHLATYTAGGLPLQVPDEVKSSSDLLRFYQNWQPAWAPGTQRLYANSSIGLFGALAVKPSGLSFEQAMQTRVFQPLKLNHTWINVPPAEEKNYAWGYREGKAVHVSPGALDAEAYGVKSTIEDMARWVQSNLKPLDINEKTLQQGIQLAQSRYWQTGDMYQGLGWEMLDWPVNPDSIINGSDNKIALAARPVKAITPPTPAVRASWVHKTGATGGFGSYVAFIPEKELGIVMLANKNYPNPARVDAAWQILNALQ
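AmpC (5.3 nM in the dispensed reagent) in 20 mM phosphate pH 7.0 with 0.01% (detergent screen) or 0.0001% Triton X-100 was preincubated with compounds for 15 min at room temperature. Nitrocefin was then added from an 800 uM solution, and hydrolysis was followed at 480 nm.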
AMA1-RON2 inh = disrupts binding of P. falciparum AMA1 to RON2; Potency, µM (titrated, usually from 58.2 µM), for the others: at the top dose activity change, negative = inhibition, usual class: inhibitors; AID 720542; hit rate 0.2% among 360,000; AlphaScreen AMA1-biotinylated RON2 peptide binding;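 also: potency is read from the fitted curve at half-maximal effect; 0% = vehicle wells and -100% = peptide control; nearly all actives have a fitted effect of over 45% in size; some results filed as inactive show a strong effect at the top dose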
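AMA1 (3D7) with his tag at 25 nM final met compounds first, then biotinylated RON2 peptide at 25 nM; detection used donor plus acceptor beads, 10 µg/mL apiece, read by AlphaScreen after 30 min at room temperature.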
Sm TGR inh = blocks Schistosoma mansoni thioredoxin glutathione reductase | Q962Y6 | purified TGR, DTNB reduction, TNB absorbance 405 nm | Potency, µM (highest dose often 114 µM), inactives show at the top dose activity change, negative = inhibition, usual class: inhibitors | hit rate 3% among 360,000; also: potency is read from the fitted curve at half-maximal effect; nearly all actives have a fitted effect of over 60% in size
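First, TGR (20 nM dispensed) and NADPH were mixed with compound. Second, a 15 min room-temperature incubation followed. Third, further NADPH and then DTNB were added to start the reaction. Finally, TNB absorbance was monitored kinetically.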
AmpC inh no detg = blocks E. coli AmpC beta-lactamase in detergent-free assay. P00811. AmpC nitrocefin hydrolysis, absorbance 480 nm, 0.0001% Triton. Potency, µM (series often up to 57.1 µM), without a hit: at the top dose activity change, negative = inhibition, hits mostly inhibitors. hit rate 0.52% among 330,000;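 also: potency is read from the fitted curve at half-maximal effect; plate controls were no compound for no effect and no enzyme for full effect; nearly all actives have a fitted effect of over 20% in size; some results filed as inactive show a strong effect at the top dose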
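AmpC (5.3 nM in the dispensed reagent) in 20 mM phosphate pH 7.0 with 0.01% (detergent screen) or 0.0001% Triton X-100 was preincubated with compounds for 15 min at room temperature. Nitrocefin was then added from an 800 uM solution, and hydrolysis was followed at 480 nm.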
The depositor's hits bear a star; ? = inconclusive; / = no result given; & = joins results of further samples; [ ] = dose if it differs, or a comment. Unless noted, calls follow the shape of the dose curve; as a rule, active = well fitted curve in the direction sought with a large enough effect; inconclusive = small, poorly fitted or top-dose-only effect, or another doubt; inactive = no such curve, though single readings can be large; an effect the other way counts as inactive or inconclusive. Unless noted, % is scaled to controls: 0 for no effect and ±100 for the full control effect.

entry	Molecule	Giardia FBPA inh	HCMV inh	AmpC detergent	AMA1-RON2 inh	Sm TGR inh	AmpC inh no detg
1	Cc1oncc1C(=O)NC1CCCCC1	1%	?	2%	4%	/	-10%
2	O=C(OCC(=O)N1CCc2ccccc2C1)c1c(F)cccc1Cl	/	8	/	3%	/	-29%
3	CC(C)OC(=O)Cn1nnc(-c2ccccc2)n1	3%	25	?	14%	-34%	-13%
4	Cc1ccc2c(CC(=O)Nc3nnc(C(C)C)s3)coc2c1C	/	14	5%	/	16%	/
5	COc1cccc(CNC(=O)C2CCN(S(=O)(=O)c3ccc(C)cc3)CC2)c1	/	30	-6%	3%	-8%	2%
6	O=C1NC(=O)N(CCNc2ncc(C(F)(F)F)cc2Cl)C(=O)C1/C=N/OCc1c(F)cccc1Cl (stereo unspecified)	6%	18	3%	0%	-27%	-23%
7	CCOC(=O)C1=C(C)NC2=C(C(=O)CC(c3ccc(OC)c(OC)c3)C2)C1c1ccc(C)o1 (stereo unspecified)	-14%	-32	-11%	-11%	-28%	88%[activator]
8	COC(=O)c1ccc(OCC(=O)c2ccccc2OC)cc1	-6%	24	-1%	17%	-6%	-13%

Some of the entries above, set out differently.
Results follow in this order: Giardia FBPA inh | HCMV inh | AmpC detergent | AMA1-RON2 inh | Sm TGR inh | AmpC inh no detg
(6) O=C1NC(=O)N(CCNc2ncc(C(F)(F)F)cc2Cl)C(=O)C1/C=N/OCc1c(F)cccc1Cl (stereo unspecified)
→ 6% | 18 | 3% | 0% | -27% | -23%
(2) O=C(OCC(=O)N1CCc2ccccc2C1)c1c(F)cccc1Cl
→ / | 8 | / | 3% | / | -29%
(1) Cc1oncc1C(=O)NC1CCCCC1
→ 1% | ? | 2% | 4% | / | -10%
(4) Cc1ccc2c(CC(=O)Nc3nnc(C(C)C)s3)coc2c1C
→ / | 14 | 5% | / | 16% | /
(7) CCOC(=O)C1=C(C)NC2=C(C(=O)CC(c3ccc(OC)c(OC)c3)C2)C1c1ccc(C)o1 (stereo unspecified)
→ -14% | -32 | -11% | -11% | -28% | 88%[activator]
(3) CC(C)OC(=O)Cn1nnc(-c2ccccc2)n1
→ 3% | 25 | ? | 14% | -34% | -13%

(listing goes on)
entry	Molecule	Giardia FBPA inh	HCMV inh	AmpC detergent	AMA1-RON2 inh	Sm TGR inh	AmpC inh no detg
9	COc1ccc(C(CC(=O)Nc2ccc(C)c(C)c2)N2Cc3ccccc3C2=O)cc1OC (stereo unspecified)	/	-13	-2%	/	-1%	/
10	O=S(=O)([N-]c1nc2ccccc2nc1-n1cc[n+](Cc2ccccc2)c1)c1ccc(Br)cc1	0%	189	3%	15%	-33%	-25%
11	COc1cc(OC)c(OC)cc1/C=N/Nc1nc2ccccc2[nH]1	1%	3	7%	52%[activator]	12%	-15%
12	CC(=O)N1CCN(C(=O)c2ccc3c(c2)OCCO3)CC1	?	-5	?	76%[activator]	10%	-12%
13	COc1cc(/C=C(\C#N)c2ccccn2)ccc1OCc1ccccc1Cl	0%	-25	1%	-1%	-3%	-17%
14	COCCn1c(=O)c2c(nc3n2CC(C)CN3CCc2ccccc2)n(C)c1=O (stereo unspecified)	1%	25	-3%	-3%	2%	108%[activator]
15	CCN(CC(=O)Nc1ccccc1OC)C(=O)CC1CCCC1	/	-32	/	-6%	/	21%
16	CC(C)(C)c1ccc(C(=O)NCCN2CCCC2)cc1	1%	?	-2%	-12%	9%	-1%

Reprinted from the part before: 4 entries, followed by the next part.
entry	Molecule	Giardia FBPA inh	HCMV inh	AmpC detergent	AMA1-RON2 inh	Sm TGR inh	AmpC inh no detg
13	COc1cc(/C=C(\C#N)c2ccccn2)ccc1OCc1ccccc1Cl	0%	-25	1%	-1%	-3%	-17%
14	COCCn1c(=O)c2c(nc3n2CC(C)CN3CCc2ccccc2)n(C)c1=O (stereo unspecified)	1%	25	-3%	-3%	2%	108%[activator]
15	CCN(CC(=O)Nc1ccccc1OC)C(=O)CC1CCCC1	/	-32	/	-6%	/	21%
16	CC(C)(C)c1ccc(C(=O)NCCN2CCCC2)cc1	1%	?	-2%	-12%	9%	-1%
17	C=CCn1c(=O)c(C(=O)Nc2ccccc2O)c(O)c2ccccc21	-7%	23	-12%	43%[activator]	-5%	-20%
18	COc1ccc(C(=O)CSc2c(C(C)C)cnc3c2c(=O)n(C)c(=O)n3C)cc1	/	9	-2%	/	-12%	/
19	Cc1ccc(S(=O)(=O)N(C)C)cc1NC(=O)CSc1ncn[nH]1	-19%	16	-2%	-2%	-9%	-10%
20	Cn1c(=O)n(CC(=O)Nc2ccccc2)c2ccccc21	-3%	-16	-7%	7%	-4%	-2%
21	CCCN(CCC)C(=O)CSc1nnc2cc(C)c3ccccc3n12	/	0	6%	/	-3%	/
22	CCOC(=O)c1nc(NCc2ccccc2)sc1C	17%	-1	5%	-7%	0%	-17%
23	CC(C)CCNC(=O)C(c1ccc(O)cc1)N(C(=O)C1COc2ccccc2O1)c1cccc(O)c1 (stereo unspecified)	-19%	-63*	2%	6%	?	-33%
24	Cc1cc(C)c(OCCCCn2cnc3ccccc3c2=O)c(C)c1	-3%	24	-17%	8%	22%	87%[activator]
25	CC1CC(C)CN(CC(=O)Nc2ccc(S(N)(=O)=O)cc2)C1 (stereo unspecified)	5%	-88*	-12%	0%	-6%	-20%
26	COc1ccc(CNC(=O)c2ccccc2NS(C)(=O)=O)cc1	0%	?	-4%	2%	0%	-7%[2.29 µM]
27	Nc1nc(N2CCCCC2)c(C=O)c(N2CCCCC2)n1	?	13	-1%	-1%	-22%	-14%
28	CCn1c(=O)n(CC)c2cc(N3CCCC3)c(NC(=O)c3ccc(F)cc3)cc21	-18%	-2	-2%	-17%	?	8%
29	O=C(N/N=C/c1ccco1)c1cc(-c2cccs2)[nH]n1	-3%	15	-7%	43%[activator]	-25%	-32%
30	CCOC(=O)c1nccnc1C(=O)Nc1cccc(C(F)(F)F)c1	1%	36	4%	10%	8%	0%
31	COC(=O)c1cccc(NC(=O)CN2C(=O)c3ccccc3C2=O)c1	1%	18	-19%	0%	-3%	-14%
32	COc1ccc(NC(=O)c2c(SC)nsc2SC)cc1	1%	-27	?	-5%	12%	-21%
33	O=C(NCCc1ccccc1)c1ccc(=O)oc1	4%	-6	?	11%	-16%	-16%
34	COc1ccc(C(=O)C[n+]2cc(Br)cc3ccccc32)cc1[N+](=O)[O-]	-7%	37	0%	-6%	-10%	27%
35	CCOC(=O)C(Cc1c[nH]c2ccccc12)NC(=O)COc1ccc(Cl)cc1 (stereo unspecified)	/	-5	3%	/	-2%	/
36	COCCNC(=O)Cc1c(C)c2cc3c(cc2oc1=O)OC(C)(C)CC3	-2%	10	-11%	-1%	5%	-4%
37	CCOc1ccc(C(=O)CCN2CCCCC2)cc1	12%	32	1%	6%	0.32µM*	-16%
38	O=[N+]([O-])c1ccc(S(=O)(=O)Nc2ccc(-c3csc(-c4ccccc4)n3)cc2)cc1	1%	?	8%	/	12%	-55%
39	COc1ccc(NC(=O)CCC2CCCCC2)cc1S(=O)(=O)N1CCCCC1	-2%	-82*	0%	-1%	16%	30%
40	Cc1cccc(NC(=O)C2CC(O)CN2C(=O)Oc2ccccc2)c1 (stereo unspecified)	/	?	-2%	-3%	11%	-5%
41	COc1ccccc1CNC(=O)CCNS(=O)(=O)c1cc(Br)cnc1N	/	11	1%	-11%	-4%	-14%
42	COc1ccccc1C1CCN(C(=O)c2ccc(Cl)cc2)CC1	6%	13	-6%	-10%	-17%	18%
43	Cc1cc(C)cc(NC(=O)Cn2c(C(F)(F)F)nc3ccccc32)c1	/	-4	3%	/	9%	/
44	COc1ccc2[nH]c3c(c2c1)CCN[C@H]3C	0%	?	-9%	-17%	?	33%
45	CCC(C)NC(=S)Nc1ccc2nc(N3CCN(CC)CC3)cc(C)c2c1 (stereo unspecified)	0%	-30	1%	-5%	?	4%
46	Cc1cc(N2CCCC2=O)ccc1S(=O)(=O)NC1CCCCC1	11%	-23	-10%	-5%	4%	-10%
47	COc1ccc(OC)c(NC(=O)C2CCN(S(C)(=O)=O)CC2)c1	-6%	10	-12%	1%	0%	-38%
48	COc1ccc(CCNC(=O)CSc2ccc(Br)cc2)cc1OC	4%	-31	-7%	-11%	1%	33%
49	Cc1ccc(/C=N/NC(=O)C(O)c2ccccc2)o1 (stereo unspecified)	3%	9	-8%	13%	-18%	-9%
50	CC1=CS(=O)(=O)CC1Sc1nc2ccccc2[nH]1 (stereo unspecified)	-1%	-14	?	2%	-15%	-17%
51	Cc1ccc([N+](=O)[O-])cc1N/C=C1\CCc2ccccc2C1=O	?	42	?	2%	?	-16%
52	Cc1ccc(Nc2nnc(SCC(=O)N(C)C3CCS(=O)(=O)C3)s2)cc1 (stereo unspecified)	-19%	107	0%	-8%	7%	-10%
53	COc1cccc(NC(=O)CSc2nnc(-c3cccc(OC)c3)o2)c1	/	103	24%	/	8%	/
54	COc1cc(CNc2ccc(N3CCCC3)cc2)ccc1OCc1ccccc1	?	-2	-15%	?	45µM*	-22%
55	CC(C)c1ccc(NC(=O)Cn2nnc(C(=O)NCc3ccco3)c2N)cc1	-3%	-16	-5%	-7%	-11%	-42%
56	Cc1cc(C(=O)NN)c2cc(Br)ccc2n1	2%	-29	0%	26%	5%	-4%
57	CCC1=C(OC(=O)N(CC)CC)N2C(=O)OC(=NCc3ccccc3)[C@]2(C)[C@H]2C1=CC[C@H]1C(=O)N(CC)C(=O)[C@H]12	-5%&1%	-26	-1%	-4%	-4%	170%[activator]
58	COc1ccccc1-c1c(C)oc2c(CN3CCCC(C)C3)c(O)ccc2c1=O (stereo unspecified)	10%	-5	0%	-5%	12%	-19%
59	CC(Oc1ccc(F)cc1)c1nnc(SCC(=O)N(c2ccccc2)C2CCS(=O)(=O)C2)o1 (stereo unspecified)	/	?	-12%	-4%	-20%	108%[activator]
60	Cc1cccc(C)c1NC(=O)CN(c1ccccn1)S(=O)(=O)c1ccc(F)cc1	6%	-3	6%	?	0%	-20%
61	Cc1cc(C)cc(N2C(=O)N(Cc3cc(=O)n4ccccc4n3)c3ccccc3S2(=O)=O)c1	/	6	-11%	/	-2%	/
62	COc1cc(/C=N/NC(=O)c2ccncc2)ccc1OC(=O)c1ccccc1Cl	-8%	-8	4%	8%	/	160%[activator]
